# PglD DTNB – PglD (C. jejuni) enzyme inhibition; purified PglD enzyme, DTNB colorimetric CoA detection; inhibition, % at 12.5 µM; actives 0.098% (n = 360,000); AID 602405; in the data active = inhibition above about 16%, passing the limit was not always enough; inconclusive = no clear call, values can overlap the other calls; note: strong numbers were not always called active
# RAD52 inh – inhibitors of human RAD52 DNA annealing. inhibition, % at 18.7 µM. actives 0.46% (n = 360,000). recombinant RAD52 DNA annealing, FRET fluorescence;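 active = every replicate showing at least 50% inhibition; inconclusive = mean inhibition at least 50% but not in every replicate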
# E-selectin induc – induces E-selectin expression in human endothelial cells. P16581. HUVEC E-selectin immunofluorescence imaging; normalized: neutral wells 0, TNF-alpha wells 100. activation, % at 7.58 µM. actives 0.37% (n = 260,000). AID 686992;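 active = mean E-selectin-positive cell signal at least 10% of the positive control, reached in at least 60% of replicates, without over 20% cell loss; inconclusive = no rule given, readout overlaps actives, possibly toxicity-flagged; inactive = the rest, including those meeting only one limit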;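 note: in these data hits start at about 27%; measured in HUVEC primary endothelial cells; signal is the percent of cells scored E-selectin positive by PE staining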
#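 assay system = HUVEC, human umbilical vein endothelial cells | input = 3,000 HUVEC seeded per well | medium = EGM-2 growth medium on 0.1% gelatin-coated wells | dosing = one compound dose added by pin transfer | signal = immunofluorescence imaging | read-out basis = % PE-positive cells | control set = TNF-alpha, DMSO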
# ERp5 inh – blocks human ERp5 reductase activity on insulin; Q15084; ERp5 insulin aggregation, absorbance 650 nm, 90 min; inhibition, % at 9.99 µM; actives 0.05% (n = 350,000); AID 651711;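 active = mean replicate inhibition above about 25%, with every replicate also reaching it, limit read from the data, passing the limit was not always enough; inconclusive = only one of those two criteria met; inactive = neither criterion met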
# Target sequence (Q15084 whole entry, looked up): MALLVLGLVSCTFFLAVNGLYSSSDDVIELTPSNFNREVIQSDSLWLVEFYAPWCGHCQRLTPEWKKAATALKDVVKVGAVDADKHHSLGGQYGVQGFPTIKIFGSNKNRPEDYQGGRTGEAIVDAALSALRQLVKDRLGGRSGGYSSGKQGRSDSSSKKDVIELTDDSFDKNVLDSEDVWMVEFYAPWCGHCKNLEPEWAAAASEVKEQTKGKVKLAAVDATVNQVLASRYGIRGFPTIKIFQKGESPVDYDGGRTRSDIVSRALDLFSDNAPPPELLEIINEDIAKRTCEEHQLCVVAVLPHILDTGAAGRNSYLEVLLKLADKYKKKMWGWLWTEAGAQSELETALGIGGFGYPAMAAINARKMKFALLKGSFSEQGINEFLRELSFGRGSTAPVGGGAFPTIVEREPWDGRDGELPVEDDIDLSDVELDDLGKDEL
# RAD54 branch – RAD54 (human) branch migration inhibition. actives 0.14% (n = 360,000). inhibition, % at 10.4 µM. Q92698. RAD54 Holliday junction branch migration, FAM/BHQ fluorescence;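 active = mean normalized replicate activity at least 40 and at least half of replicates scoring 40 or more; inconclusive = only one of the two criteria met; inactive = mean below 40 and under half of replicates reaching 40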;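 note: 0% = median of neutral control wells and 100% = median of positive control wells; inhibitors cause a drop in the FAM fluorescence signal; in these data hits start at about 50%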
# esBAF inh – inhibitors of esBAF chromatin remodeling in mouse ES cells; Bmi1-luciferase knock-in reporter, 24 h; 100% = twice the neutral-well signal; reporter increase, % at 12.5 µM; actives 2% (n = 350,000); AID 602393; in the data active = activation above about 40%; inconclusive = no clear call, values can overlap the other calls;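 note: 0% = median of the plate's neutral control wells and 100% = double that signal; a rise in the Bmi1 reporter signal indicates esBAF inhibition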
# ARNT TACC3 PPI – ARNT/TACC3 interaction disruption; Q9Y6A5; AlphaScreen His-ARNT PAS-B/GST-TACC3 binding, luminescence; TACC3 fragment carries E629A point mutation; inhibition, % at 9.99 µM; actives 0.66% (n = 390,000);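 active = mean inhibition of replicates at least 50% and at least half of replicates each reaching 50%; inconclusive = half or more replicates reach 50% but mean below 50%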;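 note: 0% = complete ARNT plus TACC3 wells and 100% = ARNT alone without TACC3; many hits fall short of the cut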
# CASP6 VEID inh – blocks human caspase-6 cleavage activity | actives 0.53% (n = 350,000) | AID 686996 | P55212 | purified caspase-6, Z-VEID-R110 cleavage fluorescence | inhibition, % at 12.5 µM;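 active = mean inhibition across replicates at least about 35%, with every replicate also reaching that limit, limit read from the data; inconclusive = only one of the two criteria met; inactive = neither criterion met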;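 note: 0% = median of neutral control wells and 100% = no fluorescence left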
# Target sequence (P55212 24-179 limits assumed): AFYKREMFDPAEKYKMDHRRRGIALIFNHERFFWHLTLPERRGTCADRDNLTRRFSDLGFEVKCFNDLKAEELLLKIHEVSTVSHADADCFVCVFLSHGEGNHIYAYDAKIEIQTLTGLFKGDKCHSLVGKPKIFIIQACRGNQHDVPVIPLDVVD
# Target sequence (P55212 194-293 limits assumed): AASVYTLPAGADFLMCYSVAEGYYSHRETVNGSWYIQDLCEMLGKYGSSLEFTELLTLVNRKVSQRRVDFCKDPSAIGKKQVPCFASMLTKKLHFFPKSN
# * marks the source's active call; other numbers are inactive results; ? = inconclusive; nt = no result given; & = joins results of further samples.
SMILES,PglD DTNB,RAD52 inh,E-selectin induc,ERp5 inh,RAD54 branch,esBAF inh,ARNT TACC3 PPI,CASP6 VEID inh
COc1cc(C2c3cc4c(cc3OC(NNC(N)=O)C2C)OCO4)cc(OC)c1OC (centres undefined),nt,-1,0.2,9,nt,nt,nt,7
CO[C@@H]1CN(C)C(=O)c2cc(NS(=O)(=O)c3ccccc3)ccc2OC[C@@H](C)N(C)C[C@H]1C,12,1,-0.1,4,-4,2,-7,-1
O=C(NCCc1nc2ccccc2[nH]1)/C(=C/c1ccc(F)cc1)NC(=O)c1ccco1,nt,-13,nt,-3,nt,nt,3,-2
CCCNC(=O)C1(C)CCN(C(=O)COc2ccc(C(C)(C)C)cc2)C1 (centres undefined),0,-11,0.1,3,5,22,nt,-3
COc1cccc(NC(=O)N(C)C[C@H]2OCc3cn(nn3)CCCC(=O)N([C@@H](C)CO)C[C@H]2C)c1,3,-1,0.0,-2,3,2,-1,-2
CCCN(CCC)CCNC(=O)c1cc2c(-c3ccc(Cl)cc3)nn(C)c2s1,1,52*,1.1,1,61*,-8,24,-12
COc1ccc2nc(SCC(=O)NC3CCCCC3C)[nH]c2c1 (centres undefined),-4,-13,nt,-5,-4,3,-2,-2
CCN(c1ccc(C)cc1C)S(=O)(=O)c1nnc(NC(=O)C(C)C)s1,-2,-13,0.0,-2,-5,-3,-18,-3
CCCn1c(=O)n(CC(=O)NCC2CCCO2)c(=O)c2c3c(sc21)COC(C)(C)C3 (centres undefined),-1,-11,nt,-1,-1,-3,23,-1
COc1cccc(CNC(=O)C2CCN(S(=O)(=O)c3ccc4c(c3)CCC(=O)N4)CC2)c1,-4,-12,nt,-6,-7,-5,3,0
CC(C)CC#Cc1cnc2c(c1)C(=O)N([C@H](C)CO)C[C@@H](C)[C@H](CN(C)C(=O)Nc1cc(F)ccc1F)O2,-1,4,0.0,-5,-1,3,0,2
CCO[C@H]1OC(C(=O)N2CCOCC2)=C[C@@H](c2ccc(C(F)(F)F)cc2)[C@@H]1CCCO,1,-5,0.3,-3,2,-10,9,1
COc1ccccc1C(c1nnnn1CS(=O)(=O)c1ccc(C)cc1)N1CCSCC1 (centres undefined),0,nt,nt,nt,2,-8,-2,nt
Cc1cc(C)n2nc(C(=O)OC(C)C(=O)c3ccccc3)nc2n1 (centres undefined),6,-1,-1.5,-5,-1,-9,25,3
COc1ccc(S(=O)(=O)Cc2ccc(C(=O)N3CCN(C(=O)c4ccco4)CC3)o2)cc1,3,-15,nt,6,0,-1,-22,3
O=C(NCc1ccco1)C1CCCN(S(=O)(=O)c2cc(Cl)ccc2Cl)C1 (centres undefined),1,-11,nt,0,4,nt,-1,3
c1ccc2c(c1)CC(N1CCCCC1)c1ccccc1N2 (centres undefined),3,nt,nt,nt,2,-3,-1,nt
CC(C)N(Cc1cnn(C)c1)Cc1nc(Cc2ccccc2Cl)no1,nt,-7,1.1,0,nt,nt,-4,-1
C[C@@H]1CN([C@H](C)CO)C(=O)Cc2cc(NS(=O)(=O)c3cn(C)cn3)ccc2O[C@H]1CN(C)S(C)(=O)=O,-2,8,-4.4,-2,1,-2,-33,9
COc1cccc(NC(=O)C(Sc2nc3ccccc3c(=O)n2CC(C)C)c2ccccc2)c1 (centres undefined),nt,-14,nt,-2,nt,nt,-7,-3
CC(C)Cc1nc(N2CCN(C(=O)C(C)C)CC2)c(C#N)c2c1CCC2,4,nt,nt,nt,-5,3,-3,nt
C/C(=N/NC(=O)c1ccccn1)c1c[nH]c2ccccc12,13,-23,4.6,3,1,55*,34,-1
C[C@H](CO)N1C[C@H](C)[C@@H](CN(C)C(=O)Nc2cccc3ccccc23)Oc2ccc(NC(=O)Cn3cnnn3)cc2CC1=O,nt,3,-1.1,3,nt,nt,nt,-3
CNC[C@H]1Oc2ccc(NS(=O)(=O)c3ccc(Cl)cc3)cc2CC(=O)N([C@@H](C)CO)C[C@@H]1C,-1,-5,0.1,1,-5,3,17,1
c1cn2c(NC3CCCCC3)c(-c3ccc(SC4CCCCC4)cc3)nc2cn1,4,-194&-62,0.7,6&-1,-19,25,-17,1&12
CCCN1[C@@H]2c3cccc(=O)n3C[C@@H]2[C@@H](CO)[C@@H]1C(=O)N[C@H](C)c1ccccc1,nt,-1,-0.5,-6,nt,nt,nt,-1
COCC(=O)N(C)C[C@@H]1Oc2ncc(C#Cc3ccccc3)cc2C(=O)N([C@@H](C)CO)C[C@H]1C,2,-2,0.1,-13,5,-1,-16,-1
C[C@H]1CN([C@@H](C)CO)C(=O)CCCn2nncc2CO[C@@H]1CN(C)S(=O)(=O)c1ccccc1,15&11,-12&10,-0.1&-0.1,9&-4,1&-1,7&-4,-1,-1&1
Cc1cccc(NC(=O)c2nc[nH]c2C(=O)NC[C@H](C)O)c1,3,-4,0.1,0,3,4,nt,-1
O=C(Nc1ccon1)c1ccc(Cl)c(S(=O)(=O)N2CCCCC2)c1,1,-4,0.2,5,-13,0,-2,-2
O=c1oc2ccccc2c(N2CCOCC2)c1[N+](=O)[O-],nt,-9,1.2,0,nt,nt,0,1
Cc1ccc(-c2nc3sc4c(N)ncnc4c3c3c2CCCC3)cc1,7,nt,nt,nt,10,-4,2,nt
Cc1ccc(S(=O)(=O)NNC(=O)c2cc3cc4ccccc4nc3s2)cc1,4,nt,nt,nt,-10,1,17,nt
CCCNC(=S)N1CCN(Cc2ccc3c(c2)OCO3)CC1,-10,1,0.4,-2,-14,1,2,-1
CCOc1cc(C(=O)OC(C)C(=O)Nc2ccc(NC(C)=O)cc2)ccc1OCC(=O)N1CCCCC1 (centres undefined),-4,3,?,-8,-4,2,9,3
Cc1cc(C)n(C(=O)c2ccc(S(=O)(=O)NCC3CCCO3)cc2)n1 (centres undefined),1,nt,nt,nt,6,1,-3,nt
COc1ccc(C(=O)CC(Nc2ccc([N+](=O)[O-])cc2)c2ccc(OC)cc2)cc1 (centres undefined),-3,nt,nt,nt,-8,-10,-11,nt
CCNC(=O)[C@@H]1[C@@H](CO)[C@@H]2Cn3c(ccc(-c4ccccc4)c3=O)[C@H]1N2Cc1ccccc1,-3,-1,0.2,-1,-5,-2,-16,0
O=C(OCn1ncc(Br)c(Br)c1=O)c1ccc(F)cc1,4,nt,nt,nt,-9,-77,3,nt
OC(c1ccc(F)c(F)c1)c1nc(-c2cnc3ccccc3c2)cs1 (centres undefined),-2,-11,0.7,10,-11,51*,nt,2
CCCN1CCC(=O)N([C@H](CSc2ccccc2)c2ccccc2)CC1,0,-38,0.1,-1,-8,?,3,-2
O=C(c1ccc(-n2cncn2)c([N+](=O)[O-])c1)N1CCN(S(=O)(=O)c2ccc(Br)cc2)CC1,4,-6,-0.3,4,0,4,3,5
Cc1nc2nc(COc3ccccc3)[nH]n2c(=O)c1Cc1ccccc1,7,nt,-2.6,nt,0,-9,5,nt
COc1ccc(-c2nc(CN(Cc3cnn(C)c3)C(C)C)c(C)o2)c(OC)c1,nt,-18,0.3,7,nt,nt,3,-2
COc1ccc(C(C(=O)Nc2c(C)cccc2C)N2CCN(C)CC2)cc1 (centres undefined),nt,-18,3.1,-6,nt,nt,nt,-4
CCOC(=O)C(CC)/C(C)=N\NC(=O)c1ccccc1O (centres undefined),nt,-27,nt,7,nt,nt,7,4
COc1ccc(NC(=O)N(C)C[C@@H]2Oc3c(NS(=O)(=O)c4ccc(OC)cc4)cccc3C(=O)N([C@H](C)CO)C[C@@H]2C)cc1,4,-4,-0.2,15,4,-3,0,-1
C[C@@H]1CN([C@@H](C)CO)C(=O)Cc2cc(NC(=O)CCCCCC(=O)Nc3ccccc3N)ccc2O[C@@H]1CN(C)Cc1ccc(Cl)c(Cl)c1,5,4,23,-5,-3,-13,-3,-3
COc1ccc(NC(=O)N[C@@H]2CC[C@H](CCNC(=O)Cc3ccncc3)O[C@@H]2CO)cc1,-1,-29,-0.5,5,9,1,6,0
NC(=O)c1ccc(NC(=O)CSc2nnc(-c3ccc4c(c3)OCO4)o2)cc1,-6,0,4.8,-7,4,-2,1,1
CCOc1cc(/C=N/N=C2/NC(=O)C(CC(=O)O)S2)ccc1OCc1ccc(Cl)cc1 (centres undefined),nt,-13,nt,-2,nt,nt,0,5
COc1cc(/C=C/C(=O)OCC(=O)N2c3ccccc3CC2C)cc(OC)c1OC (centres undefined),2,-11,nt,3,-5,-3,-1,3
C/C=C/c1ccc([C@H]2[C@@H](CNC(=O)c3ccccc3)N(C(C)=O)[C@H]2CO)cc1,-3,nt,0.1,nt,-3,3,-1,nt
Cc1cccc(-n2nnnc2SCC(=O)NCC2(N3CCOCC3)CCCCC2)c1C,-3,-25,nt,-1,-5,1,-8,-3
COCCSc1nnc(NS(=O)(=O)c2ccccc2)s1,-4,-6,nt,4,-5,2,-11,-4
CSc1ccc(Cl)c(C(=O)OCC(=O)N(C)CCC#N)c1,nt,-14,0.0,3,nt,nt,-6,nt
CC(C)(C)c1ccc(C(=O)NCCN2CCOCC2)cc1,-3,-13,-0.1,3,3,nt,2,-2
Nc1c(C(=O)Nc2ccccc2Cl)nnn1-c1ccc2c(c1)OCCO2,4,-8,-0.1,0,-1,32,10,-1
COc1cccc(NC(=O)COc2coc(CN3CCc4ccccc4C3)cc2=O)c1,-4,-7,nt,-3,6,-4,-4,0
CC1(C)Cc2c(cnn2-c2cccc(F)c2)C(NC(=O)c2ccc[n+]([O-])c2)C1 (centres undefined),-5,-4,-0.1,3,-8,nt,37,-4
# Next section.
SMILES,PglD DTNB,RAD52 inh,E-selectin induc,ERp5 inh,RAD54 branch,esBAF inh,ARNT TACC3 PPI,CASP6 VEID inh
C[C@@H]1CN([C@@H](C)CO)C(=O)CCCn2cc(nn2)CO[C@@H]1CN(C)Cc1cccc(C(F)(F)F)c1,-1,-3,0.1,9,-1,0,-7,-2
O=C(C[C@@H]1CC[C@H](NS(=O)(=O)c2ccccc2)[C@@H](CO)O1)NCc1ccc(Cl)c(Cl)c1,-3,5,2.4,-2,3,5,nt,-1
Cc1ccc(NC(=O)C2CCN(C(=O)c3ccco3)CC2)cc1C,-7,7,nt,0,-1,-6,2,8
COc1ccccc1NC(=O)N1CC(=O)N2[C@H](C1)[C@H](c1ccc(C#CC3CC3)cc1)[C@@H]2CO,nt,-3,0.1,-2,nt,nt,nt,1
CCOc1cc2[nH]c(=S)n(CCCN3CCCC3=O)c(=O)c2cc1OCC,0,nt,nt,nt,-14,-7,-4,nt
CCOc1ccc(NC(=O)c2nc(SCC)ncc2Cl)cc1,nt,-15,0.4,-7,nt,nt,-17,2
O=C(O)C(Cc1ccc(O)cc1)N1C(=O)c2ccccc2C1=O (centres undefined),-6,-8,0.5,2,6,-15,-6,-3
COc1cccc(NC(=O)C[C@H]2CC[C@H]3[C@H](COc4ccc(NS(=O)(=O)c5cccc(F)c5)cc4C(=O)N3C)O2)c1,5,nt,0.1,nt,1,10,1,nt
CCOc1ccc(N2CC(C(=O)N3CCN(C(=O)c4ccco4)CC3)CC2=O)cc1 (centres undefined),7,-11,0.3,3,-23,0,-15,-2
COC(=O)CC1SC(=O)NC1=Nc1cccc(C)c1 (centres undefined),-3,nt,nt,nt,-1,1,-2,nt
